UBC13 polyUb: human UBC13 polyubiquitination inhibition; P61088; UBC13 polyubiquitin chain formation, TR-FRET; actives 0.47% (n = 330,000); inhibition, % at 20 µM; in the data active = inhibition above about 45%, passing the limit was not always enough
CXCR6 block: inhibitors of human CXCR6 receptor; AID 602244; inhibition, % at 20 µM; CHO-K1 PathHunter CXCR6 beta-arrestin, luminescence; O00574; actives 0.36% (n = 360,000); in the data active = inhibition above about 34%, passing the limit was not always enough;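 note: antagonist mode with CXCL16 agonist at 10 nM final; 0% = 10 nM CXCL16 with DMSO and 100% = unstimulated wells without agonist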
Target sequence (O00574 whole entry, looked up): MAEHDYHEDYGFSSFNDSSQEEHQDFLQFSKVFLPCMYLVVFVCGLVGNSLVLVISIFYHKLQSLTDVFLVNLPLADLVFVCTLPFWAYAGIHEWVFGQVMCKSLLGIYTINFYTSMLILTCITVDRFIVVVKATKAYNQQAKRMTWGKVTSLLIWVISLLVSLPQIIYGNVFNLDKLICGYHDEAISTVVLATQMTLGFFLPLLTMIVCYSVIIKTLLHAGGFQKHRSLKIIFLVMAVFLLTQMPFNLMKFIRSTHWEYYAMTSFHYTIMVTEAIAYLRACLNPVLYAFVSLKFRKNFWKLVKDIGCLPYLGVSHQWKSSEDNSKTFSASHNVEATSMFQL
CCR6 antagonist: CCR6 (human) receptor antagonism; P51684; actives 0.49% (n = 340,000); AID 493098; inhibition, % at 20 µM; CHO-K1 CCR6 PathHunter beta-arrestin, luminescence, CCL20-stimulated;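 active = compounds whose inhibition of the agonist-driven luminescence signal at 20 µM reaches about 50%, limit read from the data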;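 note: cells stimulated with CCL20 at 14 nM final; plate controls were DMSO with CCL20 for no effect and DMSO without agonist for full effect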
Target sequence (P51684 whole entry, looked up): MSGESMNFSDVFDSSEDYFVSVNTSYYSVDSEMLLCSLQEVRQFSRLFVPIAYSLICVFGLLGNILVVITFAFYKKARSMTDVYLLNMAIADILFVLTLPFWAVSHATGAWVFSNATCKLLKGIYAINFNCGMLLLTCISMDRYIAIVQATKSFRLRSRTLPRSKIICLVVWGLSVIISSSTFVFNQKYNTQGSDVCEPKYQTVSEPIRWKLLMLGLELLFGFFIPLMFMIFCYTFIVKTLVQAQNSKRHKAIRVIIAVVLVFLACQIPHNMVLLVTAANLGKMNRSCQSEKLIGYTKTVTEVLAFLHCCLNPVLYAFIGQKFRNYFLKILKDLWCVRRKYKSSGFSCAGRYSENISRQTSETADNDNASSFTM
APJ antag: antagonists of human APJ apelin receptor; P35414; CHO-K1 APJ beta-arrestin complementation, luminescence; inhibition, % at 20 µM; actives 0.32% (n = 330,000); AID 2521;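 active = inhibition above about 40% at 20 µM, limit read from the data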;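 note: cells challenged with 10 nM apelin-13 agonist together with compound; plate controls were apelin-13 plus DMSO wells for no effect and DMSO wells lacking apelin-13 for full effect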
Target sequence (P35414 whole entry, looked up): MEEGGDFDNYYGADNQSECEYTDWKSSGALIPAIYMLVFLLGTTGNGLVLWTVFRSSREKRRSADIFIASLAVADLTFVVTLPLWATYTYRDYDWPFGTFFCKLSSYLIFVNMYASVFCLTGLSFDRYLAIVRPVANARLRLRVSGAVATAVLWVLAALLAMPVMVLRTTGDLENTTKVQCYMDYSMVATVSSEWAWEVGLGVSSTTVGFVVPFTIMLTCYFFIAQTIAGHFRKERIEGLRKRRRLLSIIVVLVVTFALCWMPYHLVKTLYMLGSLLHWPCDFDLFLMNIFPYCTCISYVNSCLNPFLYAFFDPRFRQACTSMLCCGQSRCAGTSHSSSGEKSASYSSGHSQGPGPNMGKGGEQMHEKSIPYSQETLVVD
697 NFkB inh: lowers PMA/ionomycin-induced NF-kB signal in 697 B cells; 697 B-cell NF-kB luciferase reporter, 16 h; inhibition, % at 4 µM; actives 0.33% (n = 330,000); in the data active = inhibition above about 35%
Jurkat NFkB inh: lowers PMA/ionomycin-induced NF-kB signal in Jurkat cells | PMA/ionomycin-induced NF-kB luciferase reporter, luminescence | inhibition, % at 4 µM | actives 0.53% (n = 330,000); in the data active = inhibition above about 50%
Gli-Sufu block: blocks Gli-Sufu signaling in a luciferase reporter; inhibition, % at 5 µM; actives 0.74% (n = 340,000); Sufu-KO-LIGHT fibroblasts, Gli luciferase reporter luminescence;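 active = inhibition above about 55%, limit read from the data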;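 note: 0% = DMSO-treated cells and 100% = wells with medium but no cells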
EBI2 block: EBI2 (human) antagonism. EBI2 beta-arrestin recruitment, luminescence, 7a,25-OHC stimulated. inhibition, % at 5 µM. actives 0.81% (n = 360,000). AID 651636; in the data active = inhibition above about 38%;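 note: enzyme fragment complementation signal reports receptor beta-arrestin coupling in cells; 0% = agonist plus DMSO wells and 100% = wells without agonist; some results beyond the cut were filed as inactive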
* hit, by the source's call; · = not tested or not shown. Outcome played no part in choosing rows. Share with any hit: about 3%.

SMILES	UBC13 polyUb	CXCR6 block	CCR6 antagonist	APJ antag	697 NFkB inh	Jurkat NFkB inh	Gli-Sufu block	EBI2 block
CCc1ccccc1NC(=O)CN1CCN(CC(=O)Nc2ccc3c(c2)OC2(CCCCC2)O3)CC1	·	-13	1	·	·	·	5	14
COC(=O)c1c(C)[nH]c(O)c1C=Nc1ccc(C(C)C)cc1	-13	0	12	-13	12	-24	-19	1
CCOc1ccc(-c2cc(CCCC(=O)NCc3cccnc3)no2)cc1	-8	0	11	3	35	-123	4	3
CCOc1ccc(C(C)=O)cc1CN1c2ccc(S(N)(=O)=O)cc2CC1C (centres undefined)	3	0	17	15	22	11	11	9
Cc1cccc(C(=O)Nc2nnc(-c3ccncc3)o2)c1	-21	-4	-5	1	16	-5	6	3
COc1ccc(-n2c(=O)c(CCC(=O)N(C)Cc3cccs3)nc3ccccc32)cc1	-6	8	26	-23	6	5	4	5
O=S(=O)(c1cnc(Cl)c(Cl)c1)N1CCN(c2ncccn2)CC1	6	-6	-11	-33	19	-3	4	10
COc1ccc(CNc2nc(NCc3ccc(OC)cc3)n(C(C)=O)n2)cc1	13	-5	0	-19	3	0	4	8
Cc1ccccc1NC(=O)c1cc2ccccn2n1	-6	2	5	-19	-114	-125	-76	-6
COc1ccc(C(=S)N2CCOCC2)cc1OC(=O)c1ccc([N+](=O)[O-])cc1[N+](=O)[O-]	-4	-30	-6	-134	7	13	-17	4
CCOc1ccc(NC(=O)N2CCC(c3nc4ccccc4o3)CC2)cc1	-6	-5	5	20	-10	6	10	0
Cc1nn(-c2ccccc2)c2nc(-c3ccccc3)cc(C(=O)N3CCOCC3)c12	45	5	-1	27	-3	21	-3	12
Cc1cc(C)c(CN2CCN(C(=O)Cn3cnc4c(NCc5ccccc5)ncnc43)CC2)c(C)c1	·	1	26	·	74*	·	60*	-4
Nc1cc2c(cc1Br)-c1ccccc1C2=NO	·	-2	2	·	·	·	-41	-4
Cc1nnc(NC(=O)c2cc(S(=O)(=O)N(C)C)ccc2N2CCCC2)s1	-3	7	9	8	5	5	-9	-15
CC(C)(C)NC(=O)c1cccc2c1C(=O)c1ccccc1-2	-5	-6	4	-1	12	4	-6	7
Oc1ccc(Br)cc1-c1n[nH]c(=S)n1Cc1ccccc1	12	8	13	20	15	-1	6	0
O=Cc1ccccc1Oc1nc(N2CCOCC2)nc(N2CCOCC2)n1	15	-1	7	11	1	10	6	-14
O=S(=O)(c1ccccc1)c1cnn2c(C(F)(F)F)cc(-c3ccc(F)cc3)nc12	2	-5	-9	-9	-5	-12	7	4
O=C(OCc1cccc(C(F)(F)F)c1)c1cc([N+](=O)[O-])ccc1N1CCOCC1	-4	10	21	-2	-23	24	16	11
Cc1cc(C)c(C)c(S(=O)(=O)NCCCn2ccnc2)c1C	-3	-8	10	15	-8	6	5	1
Cc1cc(Cl)ccc1OCCCC(=O)OCC(N)=O	0	-10	9	-1	8	-14	36	-5
CCCC(=O)Nc1nn(C)c2nc3cc(C)ccc3cc12	-5	·	·	12	12	-2	·	·
Cc1c(NC(=O)c2cc3c(=O)n4ccccc4nc3s2)c(=O)n(-c2ccccc2)n1C	1	-11	7	-24	5	9	-7	5
COc1ccc(C(=O)c2ccc(Cl)cc2)c(OC)c1OC	·	-10	10	·	·	·	-1	6

Continued; the last 3 above are carried over.
SMILES	UBC13 polyUb	CXCR6 block	CCR6 antagonist	APJ antag	697 NFkB inh	Jurkat NFkB inh	Gli-Sufu block	EBI2 block
CCCC(=O)Nc1nn(C)c2nc3cc(C)ccc3cc12	-5	·	·	12	12	-2	·	·
Cc1c(NC(=O)c2cc3c(=O)n4ccccc4nc3s2)c(=O)n(-c2ccccc2)n1C	1	-11	7	-24	5	9	-7	5
COc1ccc(C(=O)c2ccc(Cl)cc2)c(OC)c1OC	·	-10	10	·	·	·	-1	6
O=C(NCC(c1ccco1)N1CCCCC1)c1ccc([N+](=O)[O-])s1 (centres undefined)	-4	-2	-8	-15	8	20	-8	-43
Cc1ccc(-c2cn3nc(-c4ccccc4)c(-c4ccccc4)nc3n2)cc1	8	10	2	7	11	-5	-1	-1
CC(=O)c1ccc(NC(=O)c2ccc(C)c(S(=O)(=O)N3CCOCC3)c2)cc1	-3	-8	8	-7	7	-7	-3	6
COc1ccc(C(=O)N(c2ccc(C)cc2)C2C=CS(=O)(=O)C2)cc1OC (centres undefined)	7	-5	1	4	9	1	20	-10
C#CCOCCOCCOCCNc1nc(N2CCN(C(=O)CCCCCCCCCCNC(=O)[C@H](CCCCN)n3cc(CCO)nn3)CC2)nc(N2CCN(C(=O)CCCCCCCCCCNC(=O)[C@@H]([C@H](C)O)n3cc(C)nn3)CC2)n1	121*	2	1	20	0	1	12	0
CC(=O)Nc1ccc(NC(=O)c2cc([N+](=O)[O-])cc([N+](=O)[O-])c2)cc1	0	-4	13	-39	0	-1	3	-6
CCC(C)NCCOCCSc1ccc(Cl)cc1 (centres undefined)	3	1	9	-10	-19	-4	11	-2
CC(=O)c1cnc(Nc2ccc(C)cc2)s1	2	-10	-6	6	-46	-31	-12	5
Cc1c(CC(=O)O)c(=O)oc2cc(OCc3ccc(F)cc3F)ccc12	8	6	9	4	5	-6	7	-3
Cc1ccc(C(=O)OCC(=O)NCCN2C(=O)CSC2=O)cc1	-14	1	1	-4	-5	-27	-4	-2
O=C(NCCCN1CCCC1=O)c1ccccc1NS(=O)(=O)c1ccc(F)cc1	-7	10	-2	12	2	-11	5	-13
Cc1ccc(NC(=O)COC(=O)C2CCN(c3ccc(C(F)(F)F)cn3)CC2)cc1	6	-1	10	4	1	6	-6	6
CCOC(=O)C1CCCN(C(=O)c2ccc(CNS(=O)(=O)c3ccc(C)cc3)cc2)C1 (centres undefined)	1	12	17	-6	14	1	-4	-4
Cc1ccc(C)c(NS(=O)(=O)c2cc3c4c(c2)CC(=O)N4CCC3)c1	11	-5	-5	8	1	-2	5	-3
Cc1nnc2c(N3CCN(C(=O)c4ccco4)CC3)nc3ccccc3n12	0	-3	-1	13	5	6	-7	5
CCc1ccc(CNC(=O)CCc2nnc(CCc3ccc(OC)cc3)o2)nc1	8	2	-16	10	3	4	0	4
COc1ccc(CCNC(=O)CSc2ncnc3c2oc2ccccc23)cc1OC	-1	1	13	9	-11	12	2	2
CCn1c2ccccc2c2cc(NC(=O)CSc3nnc(-c4ccccc4)o3)ccc21	-7	9	6	2	-1	16	6	2
O=c1cc(-c2ccccc2)nc(Cc2c(Cl)cccc2Cl)[nH]1	4	-6	-5	10	12	-3	7	-5
CC(=O)c1cccc(NC(=O)N2CCCC2C(=O)NCCc2ccccc2)c1 (centres undefined)	5	-4	-4	-1	13	18	5	-8
COc1ccc(CNC(=O)c2c([S-])n(-c3ccc(C)cc3)c3cccc[n+]23)cc1	6	11	2	1	-18	-19	-10	2
O=C(N1CCOCC1)n1nnc2ccccc21	6	-3	15	-4	20	4	-2	6
COc1cc(C(=S)N2CCOCC2)cc(Br)c1OS(=O)(=O)c1ccccc1	-8	-16	12	-20	-28	-8	10	-37
O=C1C=C(O)C(n2cncn2)C(c2cc(F)ccc2F)C1 (centres undefined)	-4	3	-10	7	14	-6	-4	0
Cc1cc(NC(=O)COc2ccccc2C)no1	3	4	8	1	1	-42	-33	2

The list continues.
SMILES	UBC13 polyUb	CXCR6 block	CCR6 antagonist	APJ antag	697 NFkB inh	Jurkat NFkB inh	Gli-Sufu block	EBI2 block
O=C(CSc1nnc(-c2ccc(S(=O)(=O)N3CCCC3)cc2)o1)NCc1ccco1	2	5	15	14	-12	-4	0	-3
O=C(O)CC12CC3CC(C1)CC(n1cncn1)(C3)C2	-1	-5	3	10	10	-4	0	2
Cc1ccc(-n2cc3c(=O)n(C)c(=O)n(C)c3c2)cc1C	-2	-5	25	5	-7	-6	4	6
COc1ccc(C2CC(=O)C3=C(C2)Nc2ncnn2C3c2ccccc2)cc1 (centres undefined)	-1	3	5	16	2	-5	2	3
COc1ccc(OC)c(C2CC(c3c(-c4ccccc4)c4cc(Cl)ccc4[nH]c3=O)=NN2S(C)(=O)=O)c1 (centres undefined)	-10	13	-1	1	-9	-4	-27	8
O=C(CCS(=O)(=O)c1ccc(Cl)cc1)Nc1nnc(-c2cccs2)o1	-2	-1	7	2	4	20	-4	-50
O=C(CSc1nnc(-c2ccc(F)cc2)o1)NC1CCCCC1	2	1	4	-2	15	3	0	4
CC12C=CC(=O)C=C1CCC1C3CCC(O)(C(=O)CO)C3(C)CC(O)C12F (centres undefined)	·	-10	11	·	·	·	17	4
O=C(CCN1CCN(Cc2ccccc2)CC1)Nc1cccc(Cl)c1	-8	-3	16	-16	-19	-4	-11	2
Cc1cc(S(=O)(=O)Nc2c(NC3CCCCC3)c3ccccc3oc2=O)ccc1F	7	-8	10	18	-40	-11	16	0
CN(CCN1CCOCC1)Cc1nc(-c2ccccc2)no1	18	14	7	11	6	13	-2	2
COc1ccc(NC(=O)NC2CCCCCCC2)cc1	4	5	1	1	-145	-134	-68	-1
O=C(OCc1nc2ccccc2s1)c1cccc(S(=O)(=O)N2CCOCC2)c1	-1	-4	0	8	-87	-62	4	-1
Cc1ccccc1CN(C)CC(=O)NC(C)CCc1ccccc1 (centres undefined)	-9	2	18	-14	13	4	8	-6
COc1ccc(C(C(=O)NC2CCCCC2)N(C(=O)c2snc(C(N)=O)c2N)c2ccc(OC)cc2OC)cc1 (centres undefined)	13	7	-1	11	20	12	11	70*
CCN(CC)C(=O)C1CCCN(C/C(C)=C/c2ccccc2)C1 (centres undefined)	-9	4	13	1	6	-9	12	-3
Cc1cc(NC(=O)Nc2ccc(F)cc2F)n(C)n1	-5	-1	-1	-7	-3	-4	-4	-13
O=C(CN(Cc1ccccc1)S(=O)(=O)c1ccc(Cl)cc1)NCC1CCCO1 (centres undefined)	-9	7	-5	-21	-2	7	12	-6
O=C(CNC(=S)NC(=O)c1ccc(Cl)cc1)c1ccccc1	16	-5	-30	5	0	-11	-16	5
c1ccc(-c2nc(-c3ccncc3)no2)cc1	-2	2	-13	9	-105	-83	-76	3
CCOc1ccc(CN(C)C(C)C(=O)NCc2ccccc2)cc1 (centres undefined)	3	1	6	-14	-5	14	3	-7
CCN(C(=O)CSc1nc2scc(-c3ccccc3)c2c(=O)n1N)C1CCS(=O)(=O)C1 (centres undefined)	·	-10	0	·	·	·	5	-7
CC(=O)NC1=NN(C(C)=O)C2(CCCCC2)S1	1	-4	12	13	18	3	11	-5
CCOC(=O)CNc1nc(C(C)(C)C)nc2c1nnn2Cc1ccccc1Cl	7	3	-4	9	-31	2	3	13
COc1ccc(-n2nnnc2SCC(=O)N2CCCC2=O)cc1	-11	-2	7	5	5	2	-16	-1

Some of these compounds in order of their number in APJ antag, smallest number first.
SMILES	UBC13 polyUb	CXCR6 block	CCR6 antagonist	APJ antag	697 NFkB inh	Jurkat NFkB inh	EBI2 block
CCN(CC)C(=O)C1CCCN(C/C(C)=C/c2ccccc2)C1 (centres undefined)	-9	4	13	1	6	-9	-3
COc1ccc(-n2nnnc2SCC(=O)N2CCCC2=O)cc1	-11	-2	7	5	5	2	-1
c1ccc(-c2nc(-c3ccncc3)no2)cc1	-2	2	-13	9	-105	-83	3
Cc1cc(S(=O)(=O)Nc2c(NC3CCCCC3)c3ccccc3oc2=O)ccc1F	7	-8	10	18	-40	-11	0

Later entries.
SMILES	UBC13 polyUb	CXCR6 block	CCR6 antagonist	APJ antag	697 NFkB inh	Jurkat NFkB inh	Gli-Sufu block	EBI2 block
O=C(CSc1nnnn1-c1ccccc1)N1CCNC1=O	6	-3	-3	-3	4	7	5	-13
Cc1cc(C(=O)CN2C(=O)C(=O)N(CC(C)C)C2=O)c(C)n1-c1ccccc1F	-1	12	10	26	7	-6	-14	-3
Cc1cc(NC(=O)CSc2cn(CC(=O)N(C(C)C)C(C)C)c3ccccc23)no1	-5	6	11	0	-15	16	-19	0
O=C(NNC(=O)c1c(F)cccc1F)c1ccccc1-n1cccc1	-2	-7	-1	6	10	18	1	-11
COC(=O)/C(C#N)=C/c1ccc(C)o1	-13	-2	-1	-13	5	-8	14	-11
COc1ccc(Cn2c(=O)[nH]c3cc(C(=O)Nc4ccc(N5CCN(C)CC5)cc4)ccc32)cc1	12	0	16	-12	-24	-17	0	-6
COCc1cc(C)nc2sc(C(=O)Nc3ccc(C(=O)OC)cc3)c(N)c12	14	-6	-3	-4	-14	-7	5	3
COc1ccc(OC)c(NC(=S)N(CCc2c(C)[nH]c3ccc(C)cc23)Cc2cccs2)c1	-17	4	0	4	17	-11	4	30

Compound activity: PubChem BioAssay, Sanford-Burnham Center for Chemical Genomics
